dFosB activator: mouse delta FosB homodimer activation; P13346; purified delta FosB, TAMRA-CDK5 oligo fluorescence polarization; percent of positive-control signal above neutral wells; activation, % at 25 µM; 0.99% of 340,000 active; AID 493131;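 active = mean activation above about 17%, with every replicate also reaching it, limit read from the data, passing the limit was not always enough; inconclusive = only one of the two conditions met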;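 note: fluorescence polarization rise as delta FosB binds a TAMRA Cdk5 AP-1 oligo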
SR-BI DiI-HDL act: SR-BI HDL lipid transfer activation; 0.096% of 320,000 active; CHO ldlA[mSR-BI] cells, DiI-HDL uptake fluorescence, 3 h; 100 = double the neutral-control signal; activation, % at 12.5 µM; AID 504775;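 active = mean replicate activation of at least 60% and every replicate at or above 60%; inconclusive = mean or all-replicate condition met, but not both; inactive = mean below 60% and not all replicates reaching 60%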;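 note: 0% = median plate neutral-control signal and 100% = twice that signal; values of inactives mirror those of a sister screen read the other way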
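Test system: SR-BI-overexpressing, LDLR-lacking CHO cells; Medium: Ham's F12 with 0.5% BSA, HEPES 25 mM, pH 7.4; Schedule: 3 h, 37 °C; Technique: bottom-read fluorescence, 550/595 nm.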
HTR5A ag ctr: activates human HTR5A in OPRM1-OPRD1 agonist counter-screen; P47898; 0.61% of 340,000 active; HTR5A agonist assay, luminescence, cell-based; activation, % at 9.3 µM; in the data active = activation mostly above about 9.5%, no sharp cut-off; inactive = mostly below about 7.6%;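 note: 0% = cells with vehicle only and 100% = reference agonist; strong numbers were not always called active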
MITF act: increases MITF-driven TRPM1 promoter luciferase signal; SK-MEL-5 TRPM1-promoter luciferase, 24 h; % of positive control, neutral wells = 0; activation, % at 12.5 µM; 0.75% of 300,000 active; AID 588334;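 active = mean activation of at least 80% with every replicate also reaching 80%; inconclusive = mean reaches 80% but some replicate falls short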;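 note: 0% = neutral control wells and 100% = parthenolide positive control wells; values of inactives mirror those of a sister screen read the other way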
RTF Ca sens act: increases calcium sensitivity of human cardiac regulated thin filaments | IANBD-labeled TnC RTF fluorescence at EC20 calcium; 0% EC20 calcium, 100% full calcium | P19429+P45379 | 0.24% of 340,000 active | activation, % at 7.2 µM;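 active = activation above the mean over all tested compounds plus 3 SD, cut at about 30% in these data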;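 note: rise in fluorescence read as greater calcium sensitivity of cardiac thin filaments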
PvdQ inh: blocks Pseudomonas aeruginosa PvdQ acylase activity. 0.063% of 340,000 active. inhibition, % at 10 µM. purified PvdQ acylase, fluorescence plate reader; in the data active = inhibition above about 30%, passing the limit was not always enough; inconclusive = no clear call, values can overlap the other calls;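 note: 0% = vehicle neutral wells and 100% = reference inhibitor wells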
SR-BI HDL uptake: inhibitors of mouse SR-BI mediated HDL lipid uptake; Q61009; ldlA[mSR-BI] CHO cells, DiI-HDL uptake fluorescence, 3 h; inhibition, % at 12.5 µM; 0.96% of 320,000 active; AID 488896;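 active = mean replicate inhibition of at least 70% and a set share of replicates each scoring 70 or more; inconclusive = meets just one of the two criteria; inactive = fails both criteria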;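 note: 0% = median of neutral control wells and 100% = median of positive control wells; values of inactives mirror those of a sister screen read the other way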
CDK5 inh: blocks human CDK5/p35 kinase activity. inhibition, % at 10 µM. Q00535+Q15078. Recombinant CDK5/p35, ADP-Glo luminescence, 60 min. 0.01% of 330,000 active;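 active = highest replicate inhibition of at least 50% and at least 75% of replicates reaching 50%; inconclusive = only one of the two criteria met; inactive = both criteria failed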;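 note: plate controls were DMSO neutral control for no effect and GW8510 at 10 µM for full effect; many of its hits are not listed in these tables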
Target sequence (Q00535 whole entry, looked up): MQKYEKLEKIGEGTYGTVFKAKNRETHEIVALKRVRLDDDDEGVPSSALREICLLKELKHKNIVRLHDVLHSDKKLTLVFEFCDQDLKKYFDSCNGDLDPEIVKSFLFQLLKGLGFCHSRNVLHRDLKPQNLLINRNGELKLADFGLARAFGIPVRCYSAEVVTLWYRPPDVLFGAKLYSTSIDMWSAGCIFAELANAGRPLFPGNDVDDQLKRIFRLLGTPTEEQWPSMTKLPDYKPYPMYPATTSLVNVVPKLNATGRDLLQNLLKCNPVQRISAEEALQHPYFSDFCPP
Target sequence (Q15078 whole entry, looked up): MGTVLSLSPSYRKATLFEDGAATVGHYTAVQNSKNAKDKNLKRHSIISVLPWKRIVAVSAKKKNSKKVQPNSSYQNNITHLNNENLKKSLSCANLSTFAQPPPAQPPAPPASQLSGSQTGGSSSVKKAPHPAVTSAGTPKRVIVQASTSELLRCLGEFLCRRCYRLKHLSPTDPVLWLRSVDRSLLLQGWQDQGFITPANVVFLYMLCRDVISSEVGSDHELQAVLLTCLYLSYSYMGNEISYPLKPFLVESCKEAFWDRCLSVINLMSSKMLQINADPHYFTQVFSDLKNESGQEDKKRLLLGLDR
Wnt bcat act: activators of Wnt/beta-catenin signaling | Wnt/beta-catenin reporter cell assay, activator, plate reader | activation, % at 9.35 µM | 1.2% of 300,000 active | AID 743398; in the data active = activation above about 30%, passing the limit was not always enough; inconclusive = no clear call, values can overlap the other calls;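 note: 0% = neutral control wells and 100% = positive control wells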
Rtt109 HAT inh: C. albicans Rtt109 histone acetyltransferase inhibition; Q5AAJ8; purified Rtt109/Vps75, ThioGlo CoA-SH fluorescence, 4 h; inhibition, % at 34.9 µM; 0.16% of 330,000 active; AID 540336;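 active = inhibition of at least 50% in every replicate; inconclusive = best replicate reaches 50% inhibition but some replicates fall short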
Target sequence (Q5AAJ8 whole entry, looked up): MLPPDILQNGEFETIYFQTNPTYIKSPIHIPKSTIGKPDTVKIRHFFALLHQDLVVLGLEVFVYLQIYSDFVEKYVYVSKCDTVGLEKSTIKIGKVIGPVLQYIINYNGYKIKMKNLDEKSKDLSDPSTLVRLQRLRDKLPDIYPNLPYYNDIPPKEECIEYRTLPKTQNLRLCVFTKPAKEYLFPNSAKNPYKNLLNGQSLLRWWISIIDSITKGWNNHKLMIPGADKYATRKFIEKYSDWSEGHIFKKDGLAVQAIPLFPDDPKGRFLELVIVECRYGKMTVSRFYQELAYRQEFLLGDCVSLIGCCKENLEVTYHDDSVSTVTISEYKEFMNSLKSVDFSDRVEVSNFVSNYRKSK
* hit, by the source's call; ? = inconclusive; / = not tested or not shown. No enrichment for hits; about 4.4% have a hit in one of these screens.

SMILES	dFosB activator	SR-BI DiI-HDL act	HTR5A ag ctr	MITF act	RTF Ca sens act	PvdQ inh	SR-BI HDL uptake	CDK5 inh	Wnt bcat act	Rtt109 HAT inh
Cn1c(Cn2cnc3ccccc32)nnc1SCc1ccccc1	-8.7	20.9	3.3	7.6	-7.1	1.2	-20.9	0.0	-4.6	-0.6
CCS(=O)(=O)c1nc(S(=O)(=O)c2ccc(C)cc2)c(N2CC(C)OC(C)C2)s1 (stereo not given)	-5.4	3.5	5.6	-40.4	1.1	-10.7	-3.5	-0.8	0.4	0.5
CN(CC(=O)Nc1ccc(F)c(F)c1F)C(=O)CCc1nc2sc3c(c2c(=O)[nH]1)CCCC3	-10.7	-54.9	8.6	-1.4	8.4	-4.3	54.9	-4.6	-3.3	-4.1
Cc1nc2oc3c(NCC4CCCO4)ncnc3c2c2c1COC(C)(C)C2 (stereo not given)	-9.1	-7.9	-5.0	/	-0.4	-4.3	7.9	1.2	1.8	0.5
CC(C)(C)[C@@H]1COC(=O)[C@H](Cc2ccc(F)cc2)C/C=C\C[C@@H](CC(=O)NCCO)C(=O)N1	-3.4	29.4	0.8	1.6	3.6	-10.0	-29.4	-0.5	-2.4	-10.4
CCn1c(SCC(=O)NC2CCCCC2)nnc1-c1cccs1	-6.5	33.3	-0.9	4.0	6.4	-6.5	-33.3	3.0	-1.7	-8.0
CCN(c1ccccc1)S(=O)(=O)c1ccc(OC)c(NC(=O)C2CCC2)c1	-4.2	-1.1	-3.0	-5.5	0.9	1.1	1.1	-3.0	-1.8	4.3
Cc1ccnc(NC(=O)CN2C(=O)NC(C)(c3ccc4ccccc4c3)C2=O)c1 (stereo not given)	-1.9	8.5	-5.3	19.4	-5.4	-10.5	-8.5	13.6	7.1	18.7
O=C(CN1CCN(S(=O)(=O)c2ccccc2)CC1)Nc1ccc(Cl)c([N+](=O)[O-])c1	-8.1	23.6	-4.9	3.1	6.3	-8.5	-23.6	-0.8	-3.2	9.4
COc1ccc(C)cc1NC(=O)COC(=O)c1ccc([N+](=O)[O-])o1	-1.0	-4.4	-4.1	3.1	5.1	-4.9	4.4	-1.7	0.0	-0.1
Cc1ccc(N2N=C(c3ccc(Br)cc3)CCC2=O)cc1	-2.4	-3.8	-0.2	-10.1	-7.8	-2.2	3.8	0.5	/	0.4
Cc1cc(=O)n2nc(N3CCC(C(=O)NCc4ccc(F)cc4)CC3)sc2n1	-4.7	-1.4	-3.9	11.3	-4.9	-19.5	1.4	-0.1	-0.1	0.1
O=C(/C=C/c1ccccc1)NCCc1nc2ccccc2[nH]1	-8.3	4.9	0.9	/	-1.1	-4.3	-4.9	1.3	-1.7	-5.3
CCC(C)NC(=O)N[C@@H](CCSC)C(=O)OC (stereo not given in full)	1.3	29.0	-1.0	-3.9	-4.9	-17.1	-29.0	-2.2	/	-21.0
CCn1c(=O)n(CC)c2cc(N3CCCC3)c(NC(=O)c3c(F)cccc3F)cc21	-7.5	13.1	-3.7	-7.3	-0.2	9.4	-13.1	0.7	0.0	14.9
O=C(CCn1cccc1)NCCc1ccc(Cl)cc1	-7.0	3.8	1.4	-6.1	1.2	-11.7	-3.8	-0.1	-2.4	0.1
C=CCC[C@@H](Cc1ccc(F)cc1)C(=O)OC[C@@H](Cc1ccccc1)NC(=O)[C@H](CC=C)CC(=O)NCCO	-10.8	-46.1	-0.8	4.5	-6.1	0.2	46.1	0.4	-1.6	6.8
COCCCN1C(=O)C(=O)/C(=C(/O)c2ccc(S(=O)(=O)N3CCOCC3)cc2)C1c1ccc(Cl)cc1 (stereo not given)	5.7	11.8	-0.3	-4.4	-5.2	7.9	-11.8	-0.7	-1.0	9.0
COc1cccc(C(=O)c2c(C)c(CCC#N)n3ccccc23)c1	-3.1	-52.3	-2.4	6.8	5.6	-10.2	52.3	-2.5	0.3	5.6
COc1ccc2nc(NC(=O)CSc3nnc(-c4ccoc4C)n3C)sc2c1	0.2	-4.6	-3.4	/	11.7	-9.0	4.6	-5.4	/	6.1
Cc1cc(C)c(OCC(=O)N(C)CC(=O)Nc2ccc(N3CCOCC3)cc2)c(C)c1	-10.0	-26.4	0.5	12.8	-2.3	-21.8	26.4	-0.7	-0.9	3.7
COc1ccc(NC(=O)C2CCCN2C(=O)Nc2ccc(OC)cc2)cc1 (stereo not given)	-3.2	/	0.2	3.8	-1.7	-5.1	/	0.2	1.0	5.5
CCN(CC(=O)Nc1c(F)cccc1F)C(=O)c1ccc(S(=O)(=O)NCc2ccco2)cc1	-5.3	/	5.5	8.6	2.1	-6.6	/	-0.5	-2.0	-3.5
COc1ccc(OC)c(-c2csc(NC(=O)C3=NN(c4ccccc4)C(=O)CC3)n2)c1	-0.7	-71.0	2.9	7.6	-0.9	-3.0	?	-2.4	0.4	-12.7
Cc1cccc(C(=O)Nc2nnc(SCC(=O)Nc3ccc4c(c3)oc3ccccc34)s2)c1	2.3	23.9	4.7	14.2	-0.3	-16.1	-23.9	-0.5	-1.9	31.1
c1ccc(Cn2nnnc2C(c2cccnc2)N2CCN(c3ccccc3)CC2)cc1 (stereo not given)	0.1	14.6	-0.4	-10.3	1.2	-5.5	-14.6	0.5	-2.9	6.2
NS(=O)(=O)c1ccc(CCNC(=O)c2ccc3c(=O)n4c(nc3c2)CCCCC4)cc1	2.8	5.4	-0.1	8.4	1.0	-9.2	-5.4	-1.1	-1.6	3.4
CCc1ccccc1NC(=O)CC(NCc1ccccc1)C(=O)O (stereo not given)	-2.4	/	4.4	1.7	6.3	1.4	-31.2	-2.6	0.0	-3.0
COc1ccc(/C=C/C(=O)Nc2nc(C)cc(C)n2)cc1OC	3.3	-25.3	0.4	/	2.9	-8.3	25.3	1.7	/	-3.5
O=C(CCS(=O)(=O)Cc1ccccc1)Nc1ccc2c(c1)OCCO2	-7.4	14.9	5.2	-10.0	5.3	-3.3	-14.9	0.3	-1.4	2.4
CCN(CC(=O)Nc1ccc(NC(C)=O)cc1)C(=O)c1cc(-c2ccccc2)nn1-c1ccccc1	1.4	-20.0	-1.1	7.4	-1.8	-6.1	20.0	-0.9	2.6	2.1
CN(C)CC(=O)Nc1cc(C(F)(F)F)ccc1Cl	0.2	-1.8	4.4	4.4	13.3	-6.4	1.8	-1.0	/	3.4
Cc1nc(Cl)c(C(=O)Nc2cccc(F)c2)c(C)c1Cl	0.4	-18.1	-1.1	0.7	5.9	-12.8	18.1	-3.5	-2.1	2.3
O=C(CCC1CCCC1)NC1CCCCC1	-6.3	2.7	0.1	21.5	2.9	-5.3	-2.7	-5.2	/	1.5
COc1ccc2oc(-c3ccc(C)c(NC(=O)CSc4ccc(Cl)cc4)c3)nc2c1	13.1	-51.2	3.8	33.3	0.3	-8.6	51.2	-2.1	11.9	2.3
CCCc1c(C)nc(N2CCN(c3ccc(F)cc3)CC2)[nH]c1=O	5.5	-4.8	-2.8	/	3.6	-3.1	4.8	1.2	-0.6	4.8
O=C(Oc1cccc2cccnc12)c1ccc(N2C(=O)C3C4CCC(C4)C3C2=O)cc1 (stereo not given)	-1.0	-4.3	5.8	-8.3	-4.7	3.1	4.3	/	/	-3.3
O=C(NC1CCCCC1)C1Cc2ccccc2CN1S(=O)(=O)c1ccc(F)cc1 (stereo not given)	-4.0	-2.1	-5.4	-3.4	0.3	-4.6	2.1	0.1	-0.3	1.0
CC(C)(C)[C@H]1COC(=O)[C@@H](Cc2ccc(F)cc2)CC/C=C/C[C@@H](CC(=O)N[C@@H](CO)Cc2ccccc2)C(=O)N1	-15.8	23.2	-6.7	3.4	-2.5	-14.8	-23.2	-1.2	-4.3	?
CCCC1(C(=O)OCC)NC(c2ccc(OC)cc2OC)C2C(=O)N(c3ccc4c(c3)OCCO4)C(=O)C21 (stereo not given)	-0.4	14.7	-4.3	-3.6	1.5	5.7	-14.7	0.1	/	5.7
COc1ccc(CCNC(=O)CS(=O)(=O)c2cn(CC(=O)N(C(C)C)C(C)C)c3ccccc23)cc1OC	-16.2	-2.2	2.2	2.1	-4.8	-17.2	2.2	0.9	-0.1	12.5
O=c1cc(NC2CCCCC2)[nH]c(=O)[nH]1	1.4	13.4	1.6	-4.9	-5.8	-4.0	-13.4	1.2	0.6	-5.9
CCC(c1nnnn1Cc1ccccc1)N1CCN(c2ccc(OC)cc2)CC1 (stereo not given)	0.2	-22.8	-3.5	-1.7	-3.9	-8.6	22.8	0.9	-0.4	7.6
CC(NC(=O)c1ccccc1)c1nnc(SCC(=O)NC2CCCC2)n1C (stereo not given)	-11.5	15.4	5.3	-2.3	-5.5	10.2	-15.4	0.5	-2.1	-4.7
CC1(C)OC(C(=O)NC2CCCCC2)C(C(=O)NC2CCCCC2)O1 (stereo not given)	-5.4	4.0	3.1	15.1	0.9	3.3	-4.0	1.9	-0.1	0.6
Cc1c(OCC(=O)NCCCN2CCCC2=O)ccc2c3c(c(=O)oc12)CCCC3	-14.1	-17.0	6.8	12.6	1.3	12.6	17.0	-2.0	3.4	-0.4
CCOc1ccc(NC(=O)N2CCC(n3nnc4ccccc43)CC2)cc1	-2.0	-21.9	-5.2	-9.1	3.7	-7.7	21.9	0.9	-0.7	-7.1
O=C(O)c1ccccc1NC(=O)C1C2C=CC(C2)C1C(=O)O (stereo not given)	0.5	17.5	0.8	/	-0.9	0.4	-17.5	0.8	-0.8	3.0
CCOC(=O)c1sc2c(c1C)c(=O)c(C(=O)OCC)cn2CC	-13.0	-17.0	1.5	-9.5	5.8	-5.4	17.0	-0.3	-2.7	-7.8
CS(=O)(=O)c1ccc(NS(=O)(=O)c2ccc(Cl)c(C(=O)NCc3ccco3)c2)cc1	-5.0	23.9	3.9	0.0	-2.8	8.3	-23.9	-1.6	1.7	12.4
CC1CN(C(=O)C(C)Sc2nnnn2C)CC(C)O1 (stereo not given)	0.5	21.1	2.1	-0.6	-1.8	-6.1	-21.1	0.3	2.0	5.8
COc1cc2c(cc1OC)-c1cc(Nc3ccc(C)cc3)nc(=O)n1CC2	-12.8	-22.4	-1.0	12.7	0.8	1.8	22.4	-0.9	-3.7	-2.9
COc1cccc(NC(=O)CN(C)C(=O)C2CC3C=CC2C3)c1 (stereo not given)	0.0	-11.3	0.0	-4.1	6.6	-9.0	11.3	-0.4	-4.4	-2.6

Pulled by compound from the list above, 2 records:
SMILES	dFosB activator	SR-BI DiI-HDL act	HTR5A ag ctr	MITF act	RTF Ca sens act	PvdQ inh	SR-BI HDL uptake	CDK5 inh	Wnt bcat act	Rtt109 HAT inh
CS(=O)(=O)c1ccc(NS(=O)(=O)c2ccc(Cl)c(C(=O)NCc3ccco3)c2)cc1	-5.0	23.9	3.9	0.0	-2.8	8.3	-23.9	-1.6	1.7	12.4
Cc1c(OCC(=O)NCCCN2CCCC2=O)ccc2c3c(c(=O)oc12)CCCC3	-14.1	-17.0	6.8	12.6	1.3	12.6	17.0	-2.0	3.4	-0.4
